BAP1 block: inhibitors of human BAP1 deubiquitinase; Q92560; recombinant BAP1, Ub-AMC hydrolysis fluorescence kinetic; stronger effect = lower value; 0.48% of 72,000 active; AID 436; activity remaining (% of control), % at 20 µM;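 active = activity remaining at or below 50% of control, provided the compound also passes the data quality filters; inactive = the rest, including low values that fail the filters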;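 also: 100% = DMSO wells rate and 0% = substrate alone blank rate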
Target sequence (Q92560 whole entry, looked up): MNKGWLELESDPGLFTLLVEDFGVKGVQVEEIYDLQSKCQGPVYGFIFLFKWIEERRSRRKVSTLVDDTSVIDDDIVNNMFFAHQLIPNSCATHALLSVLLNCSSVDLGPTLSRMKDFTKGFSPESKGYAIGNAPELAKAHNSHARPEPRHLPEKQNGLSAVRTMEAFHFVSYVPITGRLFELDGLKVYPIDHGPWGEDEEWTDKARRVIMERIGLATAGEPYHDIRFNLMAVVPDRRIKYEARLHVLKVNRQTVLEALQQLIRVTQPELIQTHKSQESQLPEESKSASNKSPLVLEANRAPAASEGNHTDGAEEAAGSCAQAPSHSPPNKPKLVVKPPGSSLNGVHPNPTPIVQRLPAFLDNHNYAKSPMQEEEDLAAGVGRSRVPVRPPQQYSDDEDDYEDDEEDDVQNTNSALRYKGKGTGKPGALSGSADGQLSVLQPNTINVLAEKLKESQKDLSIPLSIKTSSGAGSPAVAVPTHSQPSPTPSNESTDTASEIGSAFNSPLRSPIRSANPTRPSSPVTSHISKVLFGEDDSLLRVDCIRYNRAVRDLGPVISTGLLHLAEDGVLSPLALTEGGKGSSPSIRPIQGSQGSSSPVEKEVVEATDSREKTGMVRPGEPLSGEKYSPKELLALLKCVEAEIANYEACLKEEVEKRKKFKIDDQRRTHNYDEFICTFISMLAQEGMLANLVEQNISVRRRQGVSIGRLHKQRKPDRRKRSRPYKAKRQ
HePTP inhibitor: human HePTP phosphatase inhibition; recombinant HePTP phosphatase activity, OD absorbance; inhibition, % at 20 µM; 0.64% of 110,000 active; AID 521; in the data active = inhibition above about 50%;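 also: plate controls were vehicle for no effect and reference inhibitor for full effect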
Target sequence (P35236 whole entry, looked up): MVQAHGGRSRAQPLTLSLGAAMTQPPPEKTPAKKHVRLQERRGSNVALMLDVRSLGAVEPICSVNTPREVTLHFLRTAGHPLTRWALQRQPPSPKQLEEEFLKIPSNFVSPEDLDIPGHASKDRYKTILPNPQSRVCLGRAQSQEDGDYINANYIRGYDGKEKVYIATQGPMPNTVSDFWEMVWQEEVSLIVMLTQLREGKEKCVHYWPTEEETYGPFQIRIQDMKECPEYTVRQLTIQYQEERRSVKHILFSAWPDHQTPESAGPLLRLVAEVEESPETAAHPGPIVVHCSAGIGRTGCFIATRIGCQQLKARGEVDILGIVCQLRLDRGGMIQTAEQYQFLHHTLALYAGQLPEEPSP
An asterisk follows results filed as active; · = not tested or not shown; & = joins results of further samples.

SMILES	BAP1 block	HePTP inhibitor
O=C(NC1CCCCC1)ON=C(c1ccccc1)c1ccccc1	·	-0.3
COc1cccc(C(=O)Nc2nc3ccc(S(C)(=O)=O)cc3s2)c1	·	12.1
COc1ccccc1N1CCN(C(c2cccs2)C(C)NC(=O)c2cccs2)CC1 (stereo not drawn)	77.5	·
COc1cccc(C(=O)N2CCN(Cc3ccc(F)cc3)CC2)c1OC	·	6.3
CCOc1ccc(C(C)=O)cc1COc1ccc(-n2cnnn2)cc1	104.3	3.2
O=C(O)CCC(=O)N1CCc2cc(S(=O)(=O)NCc3cccs3)ccc21	107.0	9.7
Oc1cc(N=CC=Cc2cccc(Br)c2)ccc1-c1nc2ccccc2o1	109.6	·
O=C(Nc1cccnc1)c1ccc2snnc2c1	100.1	-3.7
COc1ccc(OC)c(C2C(C(C)=O)=C(O)C(=O)N2CCN(C)C)c1 (stereo not drawn)	·	-7.5
Cc1ccc(N2C(=O)C(Cl)=C(NCCc3ccccc3)C2=O)c(C)c1	·	-8.3
Cn1c(Cn2c(=O)sc3ccccc32)nnc1SCC(=O)N1CCOCC1	95.5	-4.3
CN1C(=O)N2CN(C3CCCCC3)CN3C(=O)N(C)C1C23 (stereo not drawn)	·	-2.7&2.7
CCOC(=O)c1c(-c2cccs2)csc1NC(=O)CN1CCOCC1	116.5	·
C=CCn1c(SCCC(=O)O)nc2c1c(=O)n(C)c(=O)n2C	108.5	7.1
O=C(CC(=O)c1ccccc1)C(=O)Nc1ccc(Cl)cc1	55.6	·
O=C(Nc1ccc(O)c(-c2nc3ccccc3o2)c1)c1ccc(-c2ccc(Cl)cc2)o1	·	-16.6
Cn1c(/C=N/n2cnnc2)nc2ccccc21	113.7	4.9
O=C1C(=O)N(CCN2CCOCC2)C(c2ccncc2)/C1=C(/O)c1ccc2c(c1)OCO2 (stereo not drawn)	91.0	1.2
N#C/C(=C/c1cc(Br)cc(Br)c1O)c1ccc([N+](=O)[O-])cc1	·	-4.4
COc1ccc2c(Cl)c(C(=O)N3CCOCC3)sc2c1	·	3.2
COc1c(O)ccc(/C=N/NC(=O)COc2cccc(C)c2)c1[N+](=O)[O-]	·	9.4
N/C(=N\OC(=O)COc1ccc(Cl)cc1Br)c1cccnc1	·	10.1
O=c1oc2ccc(Br)cc2cc1-c1nc2ccccc2o1	99.5	1.5
CC(C)=CCC(C)(C)CNC(=O)NC1CCCCC1	75.0	2.4
CC(=O)c1cc(-c2ccccc2)n(CC(=O)N2CCN(C3CCCC3)CC2)c1C	76.3	12.5

Some of these compounds in order of their number in BAP1 block, low to high:
SMILES	BAP1 block	HePTP inhibitor
O=C(CC(=O)c1ccccc1)C(=O)Nc1ccc(Cl)cc1	55.6	·
CC(=O)c1cc(-c2ccccc2)n(CC(=O)N2CCN(C3CCCC3)CC2)c1C	76.3	12.5
COc1ccccc1N1CCN(C(c2cccs2)C(C)NC(=O)c2cccs2)CC1 (stereo not drawn)	77.5	·
Cn1c(Cn2c(=O)sc3ccccc32)nnc1SCC(=O)N1CCOCC1	95.5	-4.3
CCOc1ccc(C(C)=O)cc1COc1ccc(-n2cnnn2)cc1	104.3	3.2
O=C(O)CCC(=O)N1CCc2cc(S(=O)(=O)NCc3cccs3)ccc21	107.0	9.7

(more compounds)
SMILES	BAP1 block	HePTP inhibitor
N#Cc1ccccc1Sc1ccccc1C(=O)OCC(=O)N1CCN(C(=O)c2ccco2)CC1	117.5	-0.6
COc1ccc(CC(=O)O/N=C(\N)c2ccc(Cl)cc2)cc1OC	·	-12.5
O=C1OCCC1Sc1nnc(-c2ccc(Br)cc2)o1 (stereo not drawn)	90.6	1.2
CC(C)Oc1cccc(C(=O)Nc2ccc(NC(=O)c3ccco3)cc2)c1	114.9	-0.8
Cn1c(=O)oc2cc(S(=O)(=O)N3CCCc4ccccc43)ccc21	98.6	9.8
O=c1[nH]c(=O)n(-c2ccccc2Cl)c(O)c1C=Nc1cccc(F)c1	·	-4.2
O=C(NCC1CCNCC1)c1ccncc1	118.9	3.5
C=CCn1c(=O)n(CCC#N)c(=O)n(CCC#N)c1=O	130.1	2.2
Cc1cccc(OCC(=O)N/N=C/c2cccc(OC(=O)c3cccc(F)c3)c2)c1	·	5.4
CN(Cc1ccccc1)S(=O)(=O)c1ccc2c(c1)OCCO2	148.3	1.7
O=C(Cc1ccc(Cl)cc1)NCCCN1CCOCC1	·	4.7
COC(=O)[C@H](CCSC)NC(=O)NC1CCN(Cc2ccccc2)CC1	102.6	-3.0
Cc1[nH]nc2c1C1(CCOCC1)C(C#N)=C(N)O2	98.1	-5.2
C=C(C)Cn1c(CCCNC(=O)CCC)nc2ccccc21	·	7.1
O=C(Nc1nc(-c2nc3ccccc3s2)cs1)c1ccc(S(=O)(=O)N2CCOCC2)cc1	42.5*	9.5
COc1ccccc1/C=N/n1c(C)nnc1C	·	12.2
COC(=O)CSc1ccccc1C(=O)OC	107.6	12.6
CN(C(=O)C12CC3CC(CC(C3)C1)C2)C1(C)CCS(=O)(=O)C1 (stereo not drawn)	88.9	9.0
O=C(NCC1CCCO1)C1CCCCN1S(=O)(=O)c1ccc(F)cc1 (stereo not drawn)	·	-1.0
CC(C)(/C=N/O)/[N+]([O-])=C/C=[N+](\[O-])C(C)(C)/C=N/O	86.9	3.4
COc1ccccc1/C=C1\SC(=S)N(CCC(=O)O)C1=O	·	-19.2
COc1cc(C(=O)Nc2ccc(S(=O)(=O)Nc3cc(C)on3)cc2)cc(OC)c1OC	88.4	7.5
COc1c(Cl)cc(C(=O)Nc2cccc(C(F)(F)F)c2)cc1Cl	·	-21.9
COc1cccc(C2/C(=C(/O)c3ccncc3)C(=O)C(=O)N2CCCN(C)C)c1 (stereo not drawn)	91.4	-7.1
Cc1ccc(-c2nnc(N(C)C(=O)c3ccccn3)s2)cn1	101.0	7.0
(cont.)
SMILES	BAP1 block	HePTP inhibitor
COc1ccc(-c2cc(CCCC(=O)NCCc3ccc(OC)cc3OC)no2)cc1	159.6	14.3
CCCCOC(=O)c1cccc(NC(=O)COc2ccccc2)c1	·	-3.3
CCOc1ccc(S(=O)(=O)N(CC(=O)Nc2ccc(C)cc2)c2ccc(C)cc2)cc1	·	5.3
COc1cc(/C=C/c2[nH]c(=O)[nH]c(=O)c2[N+](=O)[O-])cc(Br)c1O	·	5.9
C=CCN1C(=O)C(O)(CC(=O)c2c(C)n[nH]c2C)c2cc(Br)ccc21 (stereo not drawn)	111.7	0.7
CC(C)CN1C(=O)NC(NC(=O)c2ccco2)(C(F)(F)F)C1=O (stereo not drawn)	107.3	8.5
CCCOc1cccc(C(=O)Nc2ccc(NC(=O)c3ccc(Cl)cc3Cl)cc2)c1	·	-4.9
COc1ccc(/C=C2\SC(=Nc3cccc(Cl)c3Cl)NC2=O)c(OC)c1	·	5.1
CCC(=O)N1CCCc2cc(S(=O)(=O)N3CCN(c4ccccc4F)CC3)ccc21	101.7	2.3
CC(C)CC(NC(=O)C1CCC(C)CC1)C(=O)N1CCN(c2ccccn2)CC1 (stereo not drawn)	89.6	8.4
CCOC(=O)C(=CC(=CN(C)C)C=C(C(=O)OCC)C(=O)OCC)C(=O)OCC	·	5.8
Cc1ccc2c(=O)c(CN(C)C3CCN(C)CC3)c(C)[nH]c2c1C	·	-2.5
COc1ccc(C(=O)NNC(=O)c2cccc(C(=O)NNC(=O)c3ccc(OC)c(OC)c3)c2)cc1OC	·	0.2
Cn1c(=O)[nH]c(=O)c2c1nc(NCCCn1ccnc1)n2Cc1ccc(F)cc1	109.8	5.3
C=CCc1cccc2cc(C(=O)Nc3ccc(S(=O)(=O)Nc4nnc(CC)s4)cc3)c(=O)oc12	·	102.6*
O=C(NC(Cc1ccc([N+](=O)[O-])cc1)C(=O)NC1CCCC1)OCc1ccccc1 (stereo not drawn)	·	8.5
COC(=O)c1ccc(/C=C/C(=O)c2cccs2)cc1	·	-0.3
CNC(=O)NC1CCCc2ccccc21 (stereo not drawn)	97.1	7.8
COC(=O)c1ccc2c(c1)S(=O)(=O)NC(=NCc1ccco1)S2	119.0	7.9
O=C(Nc1ccccc1F)c1ccc(S(=O)(=O)N2CCCc3ccccc32)cc1	80.5	·
CC(=O)NCCc1ccc(S(=O)(=O)Nc2cccnc2)cc1	84.4	-2.5
COc1ccc(S(=O)(=O)N2CCN(C3CCCCC3)CC2)cc1	·	2.9
S=c1[nH]nc(-c2ccncc2)n1-c1ccccc1	·	12.1
CC1CC(N(c2ccccc2)S(=O)(=O)c2ccc(Cl)cc2)c2ccccc2N1 (stereo not drawn)	·	-5.4
COc1ccc2c(c1)CCC1=C2NC(=S)NC1c1cccc(F)c1 (stereo not drawn)	189.3	·

Complete entries as entered above. Screens in order: BAP1 block	HePTP inhibitor
Entry for `CC1CC(N(c2ccccc2)S(=O)(=O)c2ccc(Cl)cc2)c2ccccc2N1` (stereo not drawn) : ·	-5.4
Entry for `C=CCN1C(=O)C(O)(CC(=O)c2c(C)n[nH]c2C)c2cc(Br)ccc21` (stereo not drawn) : 111.7	0.7
Entry for `CC(C)CN1C(=O)NC(NC(=O)c2ccco2)(C(F)(F)F)C1=O` (stereo not drawn) : 107.3	8.5

Next results:
SMILES	BAP1 block	HePTP inhibitor
O=C(NC(=S)Nc1ccc(NC(=O)c2ccco2)cc1)c1ccc(Cl)cc1	·	6.8
Cc1cc(OCC(=O)Nc2ccccc2-c2ccccc2)ccc1Br	·	-4.7
O=C(CN1C2CCCC1CC(NC(=O)c1ccco1)C2)Nc1ccccc1C(F)(F)F (stereo not drawn)	111.6	1.5
COc1ccc(-c2oc3ncn(CCN4CCOCC4)c(=N)c3c2-c2ccc(OC)cc2)cc1	102.1	7.0
CCC(C)OC(=O)C1=C(C)NC(=O)NC1c1ccccc1OCc1ccccc1 (stereo not drawn)	85.8	·
O=[N+]([O-])c1ccc(N2CCCC2)c(C(F)(F)F)c1	·	7.7
C=CCOC(=O)c1[nH]c2c(c1C)C(=O)CC(c1ccco1)C2 (stereo not drawn)	81.6	0.5
CCOc1ccc(S(=O)(=O)Nc2ccc(S(=O)(=O)N3CCOCC3)cc2)cc1	150.3	4.0
O=C(COc1ccccc1)Nc1ccccc1N1CCN(c2ccccc2)CC1	94.8	9.6
Cc1cccc(C(=O)Nc2ccc(C)c(F)c2)c1	240.2	·
O=C(Nc1ccon1)c1cccc(C(F)(F)F)c1	·	8.3
Cc1nn(C)c(C)c1CN(C)C(=O)c1cc2nc(-c3ccco3)cc(C(F)(F)F)n2n1	77.7	3.7
COc1ccc(-c2cc(N)n(S(=O)(=O)c3c(F)c(F)c(F)c(F)c3F)n2)cc1OC	69.8	6.8
Cc1cc(Cl)c(S(=O)(=O)Nc2ccc3c(c2)OCCO3)cc1OCC(N)=O	88.8	-7.1
O=C(Nc1ccc2c(c1)OCO2)c1ccc(I)cc1	·	8.9
COC(=O)c1cc(NC(=O)CN2C(=O)CSC2=O)ccc1Cl	123.9	7.5
COc1ccccc1N1CCN(C(=O)CSc2ccc3c(C)cc(C)nc3n2)CC1	90.2	0.6
CCOC(=O)c1cc(-c2nnc(SCC(=O)Nc3ccc(F)cc3)o2)c(C)nc1C	102.2	-12.2
CC1(C)CC(=O)C/C(=N/NC(=O)c2cc3ccccc3cc2O)C1	·	-31.6
O=C(/C=C/c1cccc([N+](=O)[O-])c1)NCCc1ccccc1	·	0.9
O=C(Nc1ccc(I)cc1)C1c2ccccc2Oc2ccccc21	·	-9.8
COc1ccc(CCNC2CCN(C)CC2)cc1OC	105.2	5.5
CC1=C(C(=O)NC2CCCC(C)C2C)C2(CCCCC2)OC1=O (stereo not drawn)	95.3	1.4
Cc1ccc(-c2noc(C3CCCN(C(=O)c4ccccc4)C3)n2)o1 (stereo not drawn)	95.3	7.1
CCC1=NC(c2ccccc2)N(O)C1(C)C (stereo not drawn)	·	1.3
Later entries.
SMILES	BAP1 block	HePTP inhibitor
COc1ccc(Cl)cc1NC(=O)c1c(-c2ccccc2)noc1C	88.9	8.2&6.8
COC(=O)c1ccccc1NC(=O)CSc1nc2ccccc2c(=O)[nH]1	72.7	-7.0
CCc1ccccc1NC1=NCC(=O)N1C1CCCCC1	85.5	-3.3
CSCCC1NC(=O)N(CC(=O)Nc2ccc(N3CCCCC3)cc2)C1=O (stereo not drawn)	118.2	0.9
O=C(CCNS(=O)(=O)c1cccc2nsnc12)NCCC1=CCCCC1	·	2.3
CCCNc1nc2c(c(=O)n(C)c(=O)n2C)n1CCc1ccccc1	100.2	1.1
COc1ccc(N2C(=O)NC(=O)/C(=C/c3cn(CCOc4ccccc4OC)c4ccccc34)C2=O)cc1	·	-14.8
CCOc1cccc(-c2nnc(SCC(=O)Nc3cc(C)ccc3OC)n2N)c1	·	1.6
Cc1ccc(C)c(NC(=O)CC(C)C2CCCO2)c1 (stereo not drawn)	·	5.2
O=C(COC(=O)CN1C(=O)c2ccccc2C1=O)Nc1cccc2ccccc12	·	1.2
O=C(O)CCSc1nc2ccc(Br)cc2[nH]1	103.0	3.4
COc1ccc2[nH]c(=O)c(CN(CCN(C)C)C(=O)NCc3ccccc3)cc2c1	57.4	5.1
O=C1C2CC=CCC2C(=O)N1c1ccc(OCC(O)Cn2nnc3ccccc32)cc1 (stereo not drawn)	125.5	5.1
Cc1ccc(NC(=O)COc2ccc([N+](=O)[O-])cc2)c(Br)c1	180.5	·
COc1ccc(C2CC(c3ccc(F)cc3)Nc3nc(N)nn32)cc1 (stereo not drawn)	88.0	4.9
CCc1nnc(NC(=O)CN2CCN(c3nc(-c4ccccc4)cs3)CC2)s1	95.4	1.1
O=C1C(=O)N(Cc2cccnc2)C(c2ccc3c(c2)OCO3)/C1=C(\O)c1ccccc1 (stereo not drawn)	·	5.7
O=C(NCc1ccco1)c1ccc2c(c1)C(=O)N(Cc1ccccc1)C2=O	110.5	6.7
CCCCC#Cc1nc(N)c2ncn([C@@H]3O[C@H](C(=O)NCC)[C@@H](O)[C@H]3O)c2n1	98.0	·
CC(C)c1nnc(NC(=O)CSc2nncn2C)s1	·	5.4
OCc1nc2ccccc2n1CCOc1ccccc1	·	-6.5
Cc1nnc(N/N=C/c2ccc([N+](=O)[O-])cc2)[nH]c1=O	·	6.6

2 neighbouring records from above, for reference:
SMILES	BAP1 block	HePTP inhibitor
OCc1nc2ccccc2n1CCOc1ccccc1	·	-6.5
Cc1nnc(N/N=C/c2ccc([N+](=O)[O-])cc2)[nH]c1=O	·	6.6
